# Bioassay records: PubChem, National Center for Advancing Translational Sciences (NCATS)
# AmpC det inh – AmpC beta-lactamase inhibition, detergent assay | P00811 | Potency, µM (top dose mostly 28.7 µM), for the others: at the highest dose activity change, negative = inhibition | purified AmpC, nitrocefin hydrolysis with detergent | 0.09% of 71,000 active; active = well fitted curve in the direction sought with a large enough effect
# Target sequence (P00811 whole entry, looked up): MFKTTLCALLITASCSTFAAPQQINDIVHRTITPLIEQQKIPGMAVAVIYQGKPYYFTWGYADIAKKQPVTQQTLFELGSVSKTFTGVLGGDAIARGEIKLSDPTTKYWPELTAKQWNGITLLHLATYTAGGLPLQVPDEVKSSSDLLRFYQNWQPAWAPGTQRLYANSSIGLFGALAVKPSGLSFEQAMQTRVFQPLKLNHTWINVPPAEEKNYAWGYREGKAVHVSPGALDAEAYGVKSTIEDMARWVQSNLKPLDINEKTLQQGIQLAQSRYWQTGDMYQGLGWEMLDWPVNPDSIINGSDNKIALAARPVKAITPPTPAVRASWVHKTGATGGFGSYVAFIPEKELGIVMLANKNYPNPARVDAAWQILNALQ
#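 E. coli AmpC (5.3 nM) in 20 mM phosphate pH 7.0 with 0.01% Triton X-100, preincubated 15 min RT with compound; nitrocefin (2 uL of 800 uM stock) hydrolysis followed by 480 nm absorbance every 20 s over 4 min.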
# Active calls of the source: *; [ ] = another dose, or the depositor's remark. % is scaled to controls: 0 for no effect and ±100 for the full control effect; potency is read from the fitted curve at half-maximal effect. The list is partial. The share of hits here may be higher or lower than overall.
SMILES,AmpC det inh
COc1ccc(N2CCN(CCNC(=O)c3cccn4c(=O)c5ccc(Cl)cc5nc34)CC2)cc1,1%
Cc1cc(C)nc(NC2=NCC(=O)N2c2ccccc2Br)n1,27%
COc1ccc(-c2nnc(SCC(=O)c3ccco3)n2-c2ccccc2)cc1,10%
COc1ccccc1CNS(=O)(=O)c1c(C)noc1C,0%
CCC(=O)N1CCc2cc(Br)cc(S(=O)(=O)NCc3ccco3)c21,-1%
Cn1c(=O)cc(SCC(=O)NCc2ccco2)c2ccccc21,9%
CC(C)CN1CCCC2(CCN(C(=O)c3cccn3C)CC2)C1,-5%
CC1CCN(C(=O)c2ccc(C(=O)N3CCC(C)CC3)cc2)CC1,-2%
N#Cc1ccccc1CSc1nc(N2CCCCC2)nc(N2CCCCC2)n1,-3%
O=C1c2cccc3c(Cl)ccc(c23)C(=O)N1O,-4%
CC(Cc1ccccc1)C(=O)N[C@@H](CO)Cc1ccccc1 (some centres not stated),20%
C[C@@H](C(=O)O)[C@@H]1C[C@@]1(C)[C@@H](NC(=O)OCc1ccccc1)c1ccccc1,0%
O=C(O)c1cccc2c1C(=O)N(Cc1ccncc1)C2,-2%
COc1ccccc1-c1cc(C(=O)N2CCc3ccccc3C2)no1,7%
O=C(Nc1ccc(Cl)cc1C(=O)N1CCOCC1)c1ccco1,0%
COc1ccccc1N1CCN(C(=O)CSc2nc3ncnc(N)c3[nH]2)CC1,-1%
COc1ccc(OC)c2[nH]c(=O)c(CCNC(C)=O)cc12,11%
CN(C)c1ncc2nc(-c3cc(F)cc(F)c3)c(=O)n(C[C@H]3CCCO3)c2n1,0%
Cc1cc(=O)[nH]c(-n2nc(C)c(Oc3ccccc3O)c2C)n1,7%
CCc1nnc(NC(=O)c2c(O)c3cccc4c3n(c2=O)CC4)s1,2%
Cc1ccc(-n2ncc3c(NCc4ccccn4)ncnc32)c(C)c1,11%
Cn1nc(-c2ccc(Cl)cc2)c2cc(C(=O)N3CCC(N4CCCCC4)CC3)sc21,16%
COC(=O)c1ccc(CNC(=O)CSc2nnc(COc3ccccc3)n2C)o1,0%
CCN(CC)S(=O)(=O)c1ccc(-c2nnc(SCC(=O)N3CCc4ccccc43)o2)cc1,-2%
CSc1nnc(CNC(=O)c2ccccc2)n1-c1cccc(C)c1,13%

# The final two entries of the section above come first, to join the parts:
SMILES,AmpC det inh
CCN(CC)S(=O)(=O)c1ccc(-c2nnc(SCC(=O)N3CCc4ccccc43)o2)cc1,-2%
CSc1nnc(CNC(=O)c2ccccc2)n1-c1cccc(C)c1,13%
COc1ccc(C)cc1S(=O)(=O)N(CC(N)=O)Cc1ccccc1,-1%
C=CCOc1ccccc1/C=N/O,13%
Cc1ccc(C(=O)N(CN2CCCC2=O)c2ccc(F)cc2)cc1,-5%
COc1ccc(OC)c(NC(=O)C2CCN(c3cc(-c4ccccc4)nc4ncnn34)CC2)c1,-1%
CCOC(=O)c1nc2sc3c(c2c(=O)[nH]1)CCCC3,10%
CCOC(=O)CCCNC(=O)COC(=O)CCC(=O)c1ccc(F)cc1,1%
CCOC(=O)C(NC(C)=O)(NS(=O)(=O)c1ccccc1)C(F)(F)F (configuration not stated),-1%
CCc1ccc2[nH]cc(C(=O)N3CCCCCC3)c(=O)c2c1,10%
Cc1cccc(CN2CCN(CC(=O)NCCCN3CCCC3=O)C2=O)c1,-3%
Cc1cc(C)c2c(n1)nn1c(NCCCn3ccnc3)cc(C)nc21,0%
O=CC(=O)c1ccccc1,10%
COc1ccccc1N1CCN(C(=O)CCNS(=O)(=O)c2ccc3c(c2)CCC(=O)N3)CC1,7%
NC[C@@H]1O[C@H](O[C@H]2[C@H](O)[C@@H](O[C@H]3[C@H](O)[C@H](N)C[C@H](N)[C@H]3O[C@@H]3O[C@H](CO)[C@@H](O)[C@H](O)[C@@H]3N)O[C@H]2CO)[C@@H](N)[C@H](O)[C@@H]1O,0%[12.8 µM]
O=C(NCC(c1cccnc1)N1CCN(c2ccccc2F)CC1)Oc1ccccc1 (configuration not stated),11%
COc1ccccc1NC(=O)c1cc2n(n1)C(C(F)(F)F)CC(c1ccc3c(c1)OCO3)N2 (configuration not stated),2%
O=C1CC(N(O)c2ccccc2)C(=O)N1c1cc(Cl)cc(Cl)c1 (configuration not stated),-2%
COc1ccc(OC)c(S(=O)(=O)n2ccnc2)c1,12%
COc1ccc2[nH]c3ccc(OC)cc3c2c1,-4%
O=C(c1cc2ccccc2oc1=O)N1CCN(C(=O)C2CCCO2)CC1 (configuration not stated),-2%
O=C(Nc1ccc(N2CCOCC2)c(F)c1)c1ccncc1,-6%
O=c1[nH]c2ccsc2c(=O)n1-c1ccc(F)cc1,-3%
CC(C)c1nnc(NC(=O)CCC(=O)NCc2ccco2)s1,-3%
N#Cc1cccc(-c2nc3cnc(Nc4ccccc4)nc3n(C[C@H]3CCCO3)c2=O)c1,0%
COc1cccc2cc(C(=O)N3CCc4ccccc4C3)c(=O)oc12,-4%
COc1cc(S(=O)(=O)NCCc2ccc3c(c2)OCO3)ccc1-n1cnnn1,5%

# (next part)
SMILES,AmpC det inh
O=C(c1ccccc1)c1ccc(N2CCCC2)cc1,10%
CCCOc1ccc(Cn2c(=O)oc3ccc(C)cc32)cc1OC,-7%
Cn1c(=O)c2c(nc(CN3CCc4ccccc4C3)n2Cc2ccccc2F)n(C)c1=O,6%
Cc1ccccc1-n1nnnc1SCc1ncc(-c2ccccc2)o1,3%
COc1cc2[nH]c(=O)n(Cc3ccc(C(=O)NCC4CCCO4)cc3)c(=O)c2cc1OC (configuration not stated),-3%
O=C(Nc1ccccc1)N(CCCN1CCOCC1)Cc1cccs1,1%
Cn1c(Cn2c(=O)sc3ccccc32)nnc1SCC(=O)Nc1ccccc1F,12%
Cc1cc(Oc2ccccc2)nc(N)n1,-5%
COc1ccc(C(=O)/C=C/Nc2cc(C)on2)cc1,3%
CN1CCN(C(c2cccc(C(F)(F)F)c2)c2nnnn2C(C)(C)C)CC1 (configuration not stated),9%
Cn1c(SCC(=O)c2ccc(-c3ccccc3)cc2)nnc1-c1ccco1,1%
CCCSc1n[nH]c(NC(C)=O)n1,11%
CCNC(=O)c1ccc(NS(=O)(=O)c2ccccc2)cc1,-4%
Cn1c(=O)c2c(nc(NCc3ccco3)n2C)n(C)c1=O,-2%
COc1cc(OC)cc([C@H](CNc2ncnc3c2ncn3[C@@H]2O[C@@H](CO)[C@H](O)[C@@H]2O)c2ccccc2C)c1,-4%
COc1ccc(N(CC(=O)NCC2CCCO2)S(=O)(=O)c2c(C)noc2C)cc1 (configuration not stated),-2%
O=C(NCCNCCO)c1c(O)c2cccc3c2n(c1=O)CCC3,15%
COC1CCCCC1Nc1cc(C)ccc1C (configuration not stated),6%
CCOc1ccc(NC(=O)c2ccc(S(=O)(=O)N(C)C)cc2)cc1,12%
O=C(O)C(Oc1nc(=S)[nH]c(=S)[nH]1)(c1ccc(Cl)cc1)c1ccc(Cl)cc1,-3%[5.75 µM]
Oc1ccc(Oc2ncc(Cl)cc2Cl)cc1,-9%
Cc1cccc(C)c1N(CC(=O)N1CCN(C)CC1)S(C)(=O)=O,0%
Cn1c(SCC(=O)NC(C)(C)C)nc(O)cc1=O,-2%
COc1ccc(C2C=C(c3ccccc3)Nc3ncnn32)cc1 (configuration not stated),-5%
O=C(CN1CCC(NC(=O)Nc2ccccc2-c2ccccc2)CC1)NCc1ccco1,11%

# Other entries:
SMILES,AmpC det inh
CN(C)C(=O)c1ccc(-c2nc(N3CCOCC3)c3ccccc3n2)cc1,4%
O=C(Nc1ccccc1N1CCN(C(=O)c2ccccc2)CC1)c1ccc2c(c1)OCO2,-9%
Cc1ccc(S(=O)(=O)C2(C(=O)N(C)C3CCCCC3)CC2)cc1,1%
CCOC(=O)c1[nH]c(C)c(C(=O)NC2CCN(C(=O)OCC)CC2)c1C,-3%
CCc1ccc2[nH]c(=O)c(CN(CCN3CCCC3)C(=O)NC3CCCCC3)cc2c1,11%
O=C(c1cccs1)N(Cc1ccco1)C1CCS(=O)(=O)C1 (configuration not stated),17%
O=C(Cn1cccc1C(=O)c1ccccc1)NCc1ccc2c(c1)OCO2,24%
O=C(O)C[C@H](S)C(=O)O,-3%[5.75 µM]
CC(=O)CC(=O)NC1C2CC3CC(C2)CC1C3 (configuration not stated),7%
O=C(NC1CCCCCCC1)C1CCN(S(=O)(=O)N2CCC3(CC2)OCCO3)CC1,0%
CCC(=O)Oc1c(S(=O)(=O)c2ccc(C)cc2)c(C)nn1C(C)(C)C,-2%
O=C(Nc1ccc2c(c1)OCCO2)C1CCCN1S(=O)(=O)c1cccc2cccnc12 (configuration not stated),11%
COc1ccc(-c2nc(CSCC(=O)N3CCN(C4CCCCC4)CC3)c(C)o2)cc1OC,3%
COC(=O)c1c(C)oc2ccc(OC(=O)c3cccs3)cc12,-1%
Cn1cccc1C(=O)N1CCC[C@@]2(CCN(c3ccncc3)C2)C1,-2%
COc1ccccc1CN1CCCCC1c1cccnc1 (configuration not stated),-2%
OC(COCc1ccc(Cl)cc1)CN1CCN(CC(O)COCc2ccc(Cl)cc2)CC1 (configuration not stated),-1%
CC(=O)NC1(c2ccccc2)CCN(C(=O)N2CCOCC2)CC1,-1%
CCc1ccccc1N(CC(=O)OC)S(C)(=O)=O,-2%
CCN1C(=S)SC(=O)C1=C1C=C(C)N(Cc2ccco2)C(C)=C1,-1%
COc1ccc(CCC(=O)c2c(O)cc(O[C@@H]3O[C@H](CO)[C@@H](O)[C@H](O)[C@H]3O[C@@H]3O[C@@H](C)[C@H](O)[C@@H](O)[C@H]3O)cc2O)cc1O,9%
COc1cccc(-c2nccc(N(C)Cc3ccco3)n2)c1,9%
COc1cccc(OCc2nc3c4cnn(-c5ccccc5)c4ncn3n2)c1,-6%
Oc1c(Cl)cc(C(c2cc(Cl)c(O)c(Cl)c2)C(c2cc(Cl)c(O)c(Cl)c2)c2cc(Cl)c(O)c(Cl)c2)cc1Cl,-3%[5.75 µM]
COc1ccc(OC)c2[nH]c(=O)c(CCNS(=O)(=O)c3ccccc3)cc12,2%

# The results go on:
SMILES,AmpC det inh
COc1ccccc1CNc1cc(-c2cccnc2)ncn1,13%
CCn1c(SCC(=O)c2ccc3c(c2)OCCO3)nnc1C(C)C,12%
COc1ccc2c(c1)CCc1c(C(=O)NCCN3CCOCC3)noc1-2,-4%
COc1ccc(N2CCN(Cc3nc4c(c(=O)n(C)c(=O)n4C)n3CCc3ccccc3)CC2)cc1,15%
O=C(Nc1sc2c(c1C(=O)NCc1ccco1)CCCC2)c1ccc2c(c1)OCO2,-2%
Cc1ccccc1-c1cc(N(C)C)ncn1,3%
O=C(NCC1CCCO1)c1ccc(COCC(F)(F)C(F)F)cc1 (configuration not stated),-3%
Cc1cc(N)c(NC2=CC(=O)CC(C)(C)C2)cc1C,-4%
CC1(C)CC2(CCO1)NCCN1C(=O)CSC12 (configuration not stated),-1%
CC(C)OC(=O)CSc1nnc(-c2ccc(O)cc2)n1Cc1ccccc1,-4%
CC(C)Cc1cc(C(=O)O)n[nH]1,-3%
O=C(Cc1ccc(S(=O)(=O)N2CCOCC2)s1)Nc1ccc2c(c1)CCC2,-3%
O=C1CC(c2ccco2)Cc2nc(NCC3CCCO3)ncc21 (configuration not stated),13%
C=CCOc1ccc(C2N3CC4(C)CN2CC(CCC)(C3)C4=O)cc1 (configuration not stated),-2%
Cc1ccccc1-c1nc(CS(=O)(=O)CC(=O)NCCN2CCOCC2)c(C)o1,6%
Cc1cc2c(c(=O)o1)C1(C(=O)N(C)c3ccccc31)C(C#N)=C(N)O2 (configuration not stated),11%
O=C(c1cc2ccccc2o1)n1nnc2ccccc21,-1%
Cc1sc2nc(SCc3nnc(-c4cccs4)o3)n(C3CCCC3)c(=O)c2c1C,1%
Cc1ccc(SCc2[nH]nc3c2C(c2cccnc2)C(C#N)=C(N)O3)cc1 (configuration not stated),11%
Cc1nc2cnc(Oc3cccc(Cl)c3)nc2n(CCC#N)c1=O,0%
CSc1ccccc1NC(=O)c1cc(-c2cccs2)on1,-1%
CC1CC(C(O)c2ccccn2)C(=O)C(C(O)c2ccccn2)C1 (configuration not stated),-5%
Cc1noc(C)c1S(=O)(=O)N1CCC(C(=O)NCCN2CCC(C)CC2)CC1,-4%
COc1ccc(N2C(=O)CSC23C(=O)Nc2ccccc23)cc1OC (configuration not stated),1%
COc1ccc(N(C(=O)c2ccco2)C(C(=O)NC2CCCC2)c2ccc(N(C)C)cc2)cc1OC (configuration not stated),6%

# Structural class, the compounds so far containing an aryl thioether with sulfur outside any ring.
SMILES,AmpC det inh
COc1ccc(-c2nnc(SCC(=O)c3ccco3)n2-c2ccccc2)cc1,10%
Cn1c(=O)cc(SCC(=O)NCc2ccco2)c2ccccc21,9%
N#Cc1ccccc1CSc1nc(N2CCCCC2)nc(N2CCCCC2)n1,-3%
COc1ccccc1N1CCN(C(=O)CSc2nc3ncnc(N)c3[nH]2)CC1,-1%
COC(=O)c1ccc(CNC(=O)CSc2nnc(COc3ccccc3)n2C)o1,0%
CCN(CC)S(=O)(=O)c1ccc(-c2nnc(SCC(=O)N3CCc4ccccc43)o2)cc1,-2%
CSc1nnc(CNC(=O)c2ccccc2)n1-c1cccc(C)c1,13%
Cc1ccccc1-n1nnnc1SCc1ncc(-c2ccccc2)o1,3%
Cn1c(Cn2c(=O)sc3ccccc32)nnc1SCC(=O)Nc1ccccc1F,12%
Cn1c(SCC(=O)c2ccc(-c3ccccc3)cc2)nnc1-c1ccco1,1%
CCCSc1n[nH]c(NC(C)=O)n1,11%
Cn1c(SCC(=O)NC(C)(C)C)nc(O)cc1=O,-2%
CCn1c(SCC(=O)c2ccc3c(c2)OCCO3)nnc1C(C)C,12%
CC(C)OC(=O)CSc1nnc(-c2ccc(O)cc2)n1Cc1ccccc1,-4%
Cc1sc2nc(SCc3nnc(-c4cccs4)o3)n(C3CCCC3)c(=O)c2c1C,1%
Cc1ccc(SCc2[nH]nc3c2C(c2cccnc2)C(C#N)=C(N)O3)cc1 (configuration not stated),11%
CSc1ccccc1NC(=O)c1cc(-c2cccs2)on1,-1%
